Screening data deposited in PubChem by several laboratories.
TcdB GH inh: TcdB glycohydrolase inhibitors, primary screen, biochemical, single point, plate reader; TcdB glycohydrolase enzymatic assay; inhibition, % at 9.99 µM; hit rate 0.24% among 350,000; Toxin B (Clostridioides difficile), P18177; in the data active = inhibition above about 10%
BH1578 lux ind: inducers of Vibrio cholerae quorum light production without autoinducers, primary screen, BH1578 luxS cqsA deficient, single point; V. cholerae BH1578 lux reporter, luminescence, 6 h; hit rate 0.16% among 350,000; activation, % at 18.7 µM; AID 588436, 2011; in the data active = activation mostly above about 9.7%, no sharp cut-off; note: not every result past the cut was called active; inactives centre near 0; reference of the scale not given here
PfHsp40 yeast: rescue of yeast from PfHsp40 toxicity, primary screen, S. cerevisiae, ATP luminescence; S. cerevisiae expressing PfHsp40, growth rescue; growth rescue, % at 12.5 µM; hit rate 0.68% among 340,000; in the data active = growth rescue above about 28%, passing the limit was not always enough;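 note: yeast W303a lacking pdr1 and pdr3 grown in galactose medium; growth measured after three days at 30 °C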
Yp Topo-I inh: Yersinia pestis topoisomerase I inhibitors, primary screen, biochemical, cleavage product accumulation, plate reader, single point | DNA topoisomerase I (Yersinia pestis CO92) | Y. pestis Topo-I cleavage product accumulation | activity, % at 10 µM | hit rate 0.064% among 360,000; in the data active = activity above about 50%, passing the limit was not always enough; note: inactives centre near 2
Mtb UGM inh: M. tuberculosis UGM enzyme inhibitors, primary screen, biochemical, fluorescence polarization, single point. hit rate 0.06% among 320,000. purified UGM, fluorescence polarization probe displacement. inhibition, % at 10 µM. UDP-galactopyranose mutase (Mycobacterium tuberculosis (strain ATCC 25618 / H37Rv)), …; in the data active = inhibition above about 10%, passing the limit was not always enough
Target sequence (P9WIQ1 whole entry, looked up): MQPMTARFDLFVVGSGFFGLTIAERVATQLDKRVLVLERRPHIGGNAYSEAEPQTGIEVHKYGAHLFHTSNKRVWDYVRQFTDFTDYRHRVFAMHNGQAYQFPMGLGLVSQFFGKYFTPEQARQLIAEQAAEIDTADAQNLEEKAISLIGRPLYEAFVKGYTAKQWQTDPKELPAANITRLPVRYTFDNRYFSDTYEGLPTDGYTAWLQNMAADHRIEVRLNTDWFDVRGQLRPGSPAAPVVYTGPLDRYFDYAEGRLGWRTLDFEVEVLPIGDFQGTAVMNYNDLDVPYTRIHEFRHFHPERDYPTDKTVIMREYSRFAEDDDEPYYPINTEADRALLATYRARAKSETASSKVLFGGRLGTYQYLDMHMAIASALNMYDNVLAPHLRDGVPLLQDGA
FadD28 binding: inhibitors of FadD28 bisubstrate probe binding, primary screen, biochemical, fluorescence polarization, single point | inhibition, % at 12.5 µM | Mycobacterium tuberculosis FadD28 fatty-acid-AMP ligase | hit rate 0.22% among 360,000; in the data active = inhibition above about 8.5%, passing the limit was not always enough
BioA inh: M. tuberculosis BioA enzyme inhibitors, primary screen, biochemical, plate reader, single point, HTS | AID 602481, 2012 | purified M. tuberculosis BioA enzyme | hit rate 0.096% among 360,000 | inhibition, % at 9.99 µM; in the data active = inhibition above about 40%
GDH-TPI counter: GDH-TPI coupling enzyme inhibitors, primary screen, artefact control for M. tuberculosis FBA inhibitor project, biochemical, absorbance, full deck | GDH-TPI coupled enzyme counterscreen, NADH absorbance | inhibition, % at 4.8 µM | hit rate 1.2% among 360,000 | AID 588335, 2011; in the data active = inhibition above about 30%;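 note: 0% = DMSO wells and 100% = wells lacking the enzyme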
FBA Mtb inh: Mtb FBA enzyme inhibitors, primary screen, biochemical, fluorescence, strain H37Rv | Fructose-bisphosphate aldolase (Mycobacterium tuberculosis (strain ATCC 25618 / H37Rv)), … | purified M. tuberculosis FBA, fluorescence read-out | inhibition, % at 1 µM | hit rate 2.3% among 360,000 | AID 588726, 2011; in the data active = inhibition above about 27%;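 note: 0% = vehicle and 100% = reference inhibitor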
Target sequence (P9WQA3 whole entry, looked up): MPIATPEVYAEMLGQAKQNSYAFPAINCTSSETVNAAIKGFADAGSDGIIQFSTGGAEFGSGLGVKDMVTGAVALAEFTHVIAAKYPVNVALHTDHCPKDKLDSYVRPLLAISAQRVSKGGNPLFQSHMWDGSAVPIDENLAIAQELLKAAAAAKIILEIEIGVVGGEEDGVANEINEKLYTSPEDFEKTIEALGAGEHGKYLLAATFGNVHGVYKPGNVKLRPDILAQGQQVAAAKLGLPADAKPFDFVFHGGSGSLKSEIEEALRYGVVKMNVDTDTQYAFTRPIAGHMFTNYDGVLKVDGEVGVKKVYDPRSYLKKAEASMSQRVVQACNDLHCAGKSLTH
* = called active by the depositor; i = inactive; nt = no result given; & = joins results of further samples. An unsorted share of the library; about 4.6% have a hit in one of these screens.

SMILES | TcdB GH inh | BH1578 lux ind | PfHsp40 yeast | Yp Topo-I inh | Mtb UGM inh | FadD28 binding | BioA inh | GDH-TPI counter | FBA Mtb inh
CS(=O)(=O)Nc1cccc(C2=NN(S(C)(=O)=O)C(c3ccccc3)C2)c1 (stereo unspecified) | 0.3 | 0.0 | 2.7 | -2 | 0.9 | -7.4 | 0.2 | 4 | 0
CCOC(=O)C1CCN(C(=O)Cc2ccc(OC)c(OC)c2)CC1 | nt | -0.6 | 7.3 | -7 | 0.8 | -1.5 | -0.1 | -4 | 0
C=CCNC(=O)c1cc2c(=O)n3cccc(C)c3nc2s1 | -1.4 | i | -0.3 | 0 | -0.7 | 0.2 | -0.6 | 18 | 93*
CC(=O)Nc1ccc(S(=O)(=O)NC2(C(F)(F)F)C(=O)Nc3c2c(=O)n(C)c(=O)n3C)cc1 (stereo unspecified) | 4.5 | -4.2 | -1.5 | 0 | -1.8 | -2.2 | -1.7 | 7 | 5
COc1ccc(OC)c(N(CC(=O)NCC2CCCO2)S(=O)(=O)c2ccccc2)c1 (stereo unspecified) | -0.1 | -5.6 | -1.1 | 8 | -2.3 | -0.8 | 0.6 | 3 | 2
COc1cccc(COCC(O)Cn2cnc3cc(C)c(C)cc32)c1 (stereo unspecified) | 1.7 | 0.5 | -0.5 | 18 | -3.7 | -4.4 | 0.0 | 1 | 0
COc1ccc(NC(=O)C2Cc3c(-c4cccc(NC(C)=O)c4)ccnc3O2)cn1 (stereo unspecified) | 0.2 | 0.9 | nt | 7 | nt | -0.7 | 0.5 | 2 | 2
Cc1sc2ncnc(N3CCC(C(=O)Nc4ccc(S(N)(=O)=O)cc4)CC3)c2c1C | 2.1 | 0.3 | 2.7 | 3 | 1.6 | -3.7 | 3.6 | -2 | -3
COC(=O)c1ccc(NC(=S)NN2CCOCC2)cc1 | 0.6 | 0.0 | -1.0 | -9 | -2.6 | -4.5 | nt | -3 | -7
CC1CN(C(=O)Nc2cccc(Cl)c2)C2(CCCCCC2)O1 (stereo unspecified) | -0.5 | i | 1.0 | 4 | 2.8 | -0.2 | nt | 1 | 2
N#Cc1c(C(F)(F)F)cc(-c2ccccc2Cl)[nH]c1=O | nt | 0.4 | -0.4 | 4 | 1.1 | -28 | 2.2 | 10 | 145*
CN(C)C(=O)c1ccc(NC(=O)COC(=O)C2=COCCO2)cc1 | 0.8 | i | -0.6 | 3 | -1.3 | -0.4 | -0.6 | 6 | -1
CCC(=O)N(C1=C(NC)C(=O)c2ccccc2C1=O)C(C)C | 0.3 | i | 0.5 | 2 | 0.6 | -2.4 | nt | 4 | -7
O=C(O)c1cn(Cc2ccccc2)c2ccc(Cl)cc2c1=O | 0.0 | -0.9 | -0.6 | -6 | 0.6 | -3.4 | 0.5 | 4 | 0
COc1ccccc1Nc1nc2ccccc2n2cnnc12 | 0.9 | -0.5 | 1.2 | 5 | -0.3 | -3.0 | 0.1 | 17 | 2
COCCn1c(SCC(=O)NC2CC2)nnc1-c1ccc(Cl)cc1 | 0.3 | i | 0.6 | -5 | 1.0 | 0.1 | -2.3 | 1 | 3
Cc1cc(C(N)=O)c2cc(Br)ccc2n1 | nt | -0.2 | 1.1 | 3 | 2.2 | -2.4 | nt | 3 | 0
COc1cc2nc(COc3ccccc3[N+](=O)[O-])oc(=O)c2cc1OC | 1.9 | i | -0.9 | -2 | -0.2 | -2.4 | nt | 13 | -2
CCC(O)(CC)C(=O)NN(C(=O)Nc1csc2c1CCCC2)c1ccccc1 | nt | 2.0 | -0.6 | 1 | -0.6 | 0.7 | 1.2 | 6 | -2
CC(NC(=O)c1ccccc1)C(=O)N/N=C/c1ccc(O)cc1 (stereo unspecified) | 9.5 | -0.3 | -1.1 | 0 | -0.7 | 0.1 | -1.5 | 1 | -5
COc1ccc(NS(=O)(=O)c2cc(NC(=O)/C=C/c3cc(OC)c(OC)c(OC)c3)ccc2N2CCCCC2)cc1 | nt | 4.9 | 0.6 | 18 | -1.0 | -2.8 | -1.3 | 28 | -3
O=C(Nc1nnc(-c2ccncc2)o1)c1ccccc1F | 0.1 | -0.2 | -0.1 | 3 | -2.3 | -1.0 | -1.2 | -7 | -4
O=C(Nc1ccccc1N1CCCC1)c1cccc(-c2cc3ccccc3oc2=O)c1 | nt | i | -0.2 | 10 | -0.2 | -1.0 | -1.3 | 8 | 4
COc1cc(Nc2nc3c(N)cc(C(F)(F)F)cc3nc2-c2ccccc2)cc(OC)c1OC | -1.3 | i | 0.3 | -12 | nt | -3.1 | nt | 6 | 0
Cc1ccc(S(=O)(=O)NCC(C)NS(=O)(=O)c2ccc(C)cc2)cc1 (stereo unspecified) | nt | -2.9 | 0.1 | 2 | 2.2 | -4.4 | 5.6 | -6 | 1
O=C(NCC(=O)N1CCCC(C(F)(F)F)C1)c1ccc2ccccc2c1 (stereo unspecified) | 0.7 | i | 2.7 | 4 | -1.7 | -6.2 | 0.7 | -7 | 2
CCCCNC(=O)Cc1c(O)c2ccccc2[nH]c1=O | 1.5 | -0.3 | -1.6 | -7 | 0.4 | -2.3 | -1.0 | -6 | 26
COC(=O)[C@@H](Cc1ccccc1)N(Cc1ccccc1)S(=O)(=O)N(Cc1ccccc1)[C@H](Cc1ccccc1)C(=O)OC | 0.5 | -0.8 | -0.3 | 7 | -3.1 | -2.2 | -0.7 | 1 | -1
COc1ccc(N(CC(=O)NCc2cccs2)S(=O)(=O)c2c(C)n[nH]c2C)cc1 | nt | 1.5 | 1.7 | -4 | 0.9 | 0.5 | 0.3 | -11 | 0
Cc1cccc(NC(=S)NCCN2CCOCC2)c1 | 0.9 | -0.2 | -1.0 | -5 | 3.0 | -3.6 | nt | 5 | 0

An excerpt from above in order of formula weight, descending:
SMILES | TcdB GH inh | BH1578 lux ind | PfHsp40 yeast | Yp Topo-I inh | Mtb UGM inh | FadD28 binding | BioA inh | GDH-TPI counter | FBA Mtb inh
COc1ccc(N(CC(=O)NCc2cccs2)S(=O)(=O)c2c(C)n[nH]c2C)cc1 | nt | 1.5 | 1.7 | -4 | 0.9 | 0.5 | 0.3 | -11 | 0
O=C(Nc1ccccc1N1CCCC1)c1cccc(-c2cc3ccccc3oc2=O)c1 | nt | i | -0.2 | 10 | -0.2 | -1.0 | -1.3 | 8 | 4
O=C(NCC(=O)N1CCCC(C(F)(F)F)C1)c1ccc2ccccc2c1 (stereo unspecified) | 0.7 | i | 2.7 | 4 | -1.7 | -6.2 | 0.7 | -7 | 2
Cc1cccc(NC(=S)NCCN2CCOCC2)c1 | 0.9 | -0.2 | -1.0 | -5 | 3.0 | -3.6 | nt | 5 | 0
CCCCNC(=O)Cc1c(O)c2ccccc2[nH]c1=O | 1.5 | -0.3 | -1.6 | -7 | 0.4 | -2.3 | -1.0 | -6 | 26

Additional structures follow:
SMILES | TcdB GH inh | BH1578 lux ind | PfHsp40 yeast | Yp Topo-I inh | Mtb UGM inh | FadD28 binding | BioA inh | GDH-TPI counter | FBA Mtb inh
CC(=O)NC1CC2CCC(C1)N2Cc1ccc(C)cc1 (stereo unspecified) | nt | -0.4 | 3.4 | 12 | 2.3 | 0.4 | -0.1 | 10 | -2
Cc1c(N=C2C=CC(=O)c3ccccc32)c(=O)n(-c2ccccc2)n1C | -3.6 | -0.3 | 0.8 | -14 | nt | -2.9 | nt | 4 | -3
CCCc1cc(=O)n2[nH]cc(-c3ccc(Cl)cc3)c2n1 | -0.2 | 41* | -0.2 | -3 | -4.2 | -1.1 | -1.1 | 9 | 54*
O=C(Cc1ccc([N+](=O)[O-])cc1)NCc1ccc2c(c1)OCO2 | -0.3 | -0.3 | -0.1 | -3 | 1.7 | -1.8 | nt | -2 | 1
O=C(O)c1ccccc1OCCOCCOc1ccccc1C(=O)O | nt | i | 0.3 | 1 | 5.6 | -0.2 | nt | -1 | 5
COc1ccc(NS(=O)(=O)c2cc(NC(=O)c3cccc(OCc4c(C)noc4C)c3)ccc2OC)cc1 | nt | -0.2 | 0.4 | 9 | 4.1 | -6.7 | 0.1 | -1 | 1
COc1cc(OC)c2c(-c3cccc(-c4ccc(OC)c(F)c4)c3)cc(=O)oc2c1 | 0.8 | -2.0 | -0.7 | 23 | nt | -2.1 | -0.4 | 14 | 0
Cc1ccc(S(=O)(=O)N2CCOCC2)cc1C(=O)NCc1cn2ccsc2n1 | nt | -4.5 | -0.5 | -3 | -2.0 | -1.1 | 0.5 | 7 | -5
Cc1ccc(Sc2c(C=O)c3ccccc3n2C)cc1 | nt | i | -0.2 | 39 | 2.4 | -4.3 | 1.8 | 13 | -1
Cc1ccccc1/C=N/NC(=O)CSc1nc2ccccc2o1 | nt | -0.3 | -0.8 | 20 | -3.1 | -1.3 | nt | 8 | 1
O=S(=O)(c1ccc(Cl)nc1)N1CCC(Cc2ccccc2)CC1 | -1.2 | 0.0 | 1.7 | -2 | 2.8 | -1.0 | -1.6 | 6 | 3
Cc1noc(C)c1S(=O)(=O)N(C)Cc1ccccc1 | -0.5 | i | -1.0 | 12 | 2.0 | 0.4 | 0.4 | 1 | -2
CCOC(=O)c1cc(C)nc(S(C)(=O)=O)c1C#N | 0.6 | -0.6 | 0.0 | -3 | -0.6 | -1.9 | nt | -5 | 4
Cc1ccc(NC(=O)C(=O)NCC2CCCN2S(=O)(=O)c2cccs2)cc1C (stereo unspecified) | -0.2 | i | 0.2 | 10 | -2.6 | -3.9 | -1.1 | 1 | -1
CC(C)CN(C(=O)C1CCCO1)C1CCS(=O)(=O)C1 (stereo unspecified) | 0.7 | -1.0 | 1.2 | 1 | 1.7 | -1.0 | 0.2 | -4 | 2
O=S1(=O)c2ccc(Br)cc2N2CCC[C@@H]2CN1Cc1ccc(Cl)cc1 | 0.3 | -0.4 | 0.0 | 11 | nt | -2.1 | 0.8 | 10 | -1
C[C@H](CO)N1C[C@H](C)[C@@H](CN(C)S(=O)(=O)c2cccs2)Oc2ccc(NC(=O)Nc3ccc4c(c3)OCO4)cc2C1=O | -0.9&1.2 | -0.4 | 2.2 | -2 | -2.5 | -0.4 | -0.3&-0.1 | -8 | -2
CC(C)CN(C(=O)CCNC(=O)c1ccc([N+](=O)[O-])cc1)C1CCS(=O)(=O)C1 (stereo unspecified) | -14 | i | -1.2 | -2 | -0.7 | -0.5 | -2.8 | 4 | -2
O=C(O)Cc1nc(-c2cccnc2)sc1-c1ccc(Br)cc1 | 0.9 | 0.4 | 0.7 | -6 | -1.2 | -2.9 | 1.7 | 27 | 6
COc1ccc(S(=O)(=O)N2CCCCCC2)cc1NS(=O)(=O)c1cc(C(=O)O)cc(C)c1C | 1.7 | -0.5 | 0.8 | 8 | 1.4 | -0.1 | -1.7 | 3 | -1
CCOc1cc(CNCCc2ccc(S(N)(=O)=O)cc2)cc(Cl)c1OCc1ccccc1 | 0.4 | i | -1.0 | -5 | -0.3 | -10 | 0.9 | -2 | 0
CCOC(=O)CNC(=O)CN1C(=O)CCSc2ccccc21 | 0.7 | -0.2 | 1.2 | 5 | 2.9 | -1.4 | -1.6 | -7 | 0
CSc1nc(S(C)(=O)=O)nc2[nH]c(=O)[nH]c12 | 0.8 | i | -0.5 | -3 | nt | 0.4 | -2.8 | 11 | 9
COc1ccc2cc3cc(C(=O)Nc4ccccc4N4CCN(C)CC4)oc3nc2c1 | nt | -0.6 | 0.4 | 1 | 3.3 | -7.8 | -2.0 | 22 | 1
O=C(c1cc(COc2ccc(F)cc2Cl)on1)N1CCCC(OCc2cccnc2)C1 (stereo unspecified) | 1.6 | -0.2 | 1.5 | 41 | -0.2 | -2.1 | nt | 6 | -3
COC(=O)c1ccc(COC(=O)CNC(=O)c2cccc(OC)c2)o1 | 1.3 | 0.0 | -1.1 | 0 | 0.6 | -3.3 | -1.2 | 8 | 0
CCOC(=O)c1cc(=O)nc(N)s1 | -0.2 | i | nt | 6 | nt | -0.6 | 0.9 | 4 | 1
